Compound activity from PubChem.
PAX8 inh HTS: inhibitors of PAX8 transcriptional activity in RMG-I cells; RMG-I TPO-luciferase reporter, SteadyGlo, 24 h; inhibition, % at 12.6 µM; hit rate 1.2% among 360,000;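 active means mean replicate inhibition at least 60% with every replicate also reaching 60%; inconclusive means only one of the two criteria is met; inactive means mean below 60% and not all replicates reaching 60%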;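 further: luciferase light reporting Pax8 driven TPO promoter activity; plate controls were median of neutral control wells for no effect and mitoxantrone controls for full effect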
SIRT5 block: sirtuin-5 (human) deacylase inhibition; inhibition, % at 15 µM; Purified SirT5, succinyl-peptide AMC, trypsin-coupled fluorescence; AID 652115; hit rate 1.1% among 330,000; in the data active means inhibition above about 15%; inconclusive means no clear call, values can overlap the other calls
Target sequence (Q9NXA8 whole entry, looked up): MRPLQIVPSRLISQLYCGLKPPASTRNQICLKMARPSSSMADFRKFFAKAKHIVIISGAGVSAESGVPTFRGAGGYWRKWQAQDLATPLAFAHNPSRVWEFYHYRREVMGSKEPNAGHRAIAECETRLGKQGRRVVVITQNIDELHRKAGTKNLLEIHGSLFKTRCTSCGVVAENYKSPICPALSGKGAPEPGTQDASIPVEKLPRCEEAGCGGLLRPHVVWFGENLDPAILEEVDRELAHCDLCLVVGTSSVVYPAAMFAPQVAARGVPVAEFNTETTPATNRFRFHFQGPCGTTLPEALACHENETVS
LGR2 inh: blocks bursicon-induced cAMP signaling via Drosophila LGR2. HEK293 LGR2, CRE-luciferase, bursicon-stimulated, 4 h. inhibition, % at 9.99 µM. hit rate 0.35% among 380,000. AID 720647;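 active means drop in luminescence signal, shown as inhibition above about 50% in the replicate tests, limit read from the data, passing the limit was not always enough; inconclusive means probably only some replicates passing the limit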;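 further: agonist challenge used bursicon conditioned medium at about half maximal strength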
ARNT TACC3 PPI: disruptors of human ARNT/TACC3 interaction; Q9Y6A5; AlphaScreen His-ARNT PAS-B/GST-TACC3 binding, luminescence; TACC3 fragment carries E629A point mutation; inhibition, % at 9.99 µM; hit rate 0.66% among 390,000;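 active means mean inhibition of replicates at least 50% and at least half of replicates each reaching 50%; inconclusive means half or more replicates reach 50% but mean below 50%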;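 further: 0% = complete ARNT plus TACC3 wells and 100% = ARNT alone without TACC3; many hits fall short of the cut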
Casp6 inh: caspase-6 (human) enzyme inhibition; P55212; purified caspase-6, Z-VEID-R110 cleavage fluorescence; inhibition, % at 12.5 µM; hit rate 0.53% among 350,000; AID 686996;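 active means mean inhibition across replicates at least about 35%, with every replicate also reaching that limit, limit read from the data; inconclusive means only one of the two criteria met; inactive means neither criterion met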;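 further: 0% = median of neutral control wells and 100% = no fluorescence left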
Target sequence (P55212 24-179 limits assumed): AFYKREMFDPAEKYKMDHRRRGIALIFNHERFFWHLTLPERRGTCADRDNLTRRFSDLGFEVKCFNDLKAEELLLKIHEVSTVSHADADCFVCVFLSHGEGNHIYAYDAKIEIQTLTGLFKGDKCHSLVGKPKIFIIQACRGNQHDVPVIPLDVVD
Target sequence (P55212 194-293 limits assumed): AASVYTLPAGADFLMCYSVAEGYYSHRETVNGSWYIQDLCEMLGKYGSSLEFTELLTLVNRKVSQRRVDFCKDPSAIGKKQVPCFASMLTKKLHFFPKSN
EWS-Fli inh: EWS/Fli transcriptional activity inhibition. A673 NR0B1-luciferase reporter, viability-normalised. inhibition, % at 12.6 µM. hit rate 0.67% among 350,000;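 active means mean inhibition of at least 50% after viability correction, with every replicate also passing that limit; inconclusive means mean reaches 50% but only one of two replicates passes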;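 further: firefly luciferase signal divided by Alamar Blue viability fluorescence both relative to DMSO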
DENV2 CPE: inhibitors of DENV2 cytopathic effect; DENV2-infected cells, cytopathic effect rescue, plate reader; hit rate 1.7% among 350,000; CPE inhibition, % at 9.99 µM; in the data active means CPE inhibition above about 20%, passing the limit was not always enough; inconclusive means no clear call, values can overlap the other calls; tested in BHK-21 cells;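 further: 0% = median of neutral control wells and 100% = median of positive control wells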
* = called active by the depositor; u = inconclusive; x = not tested or not shown.

SMILES | PAX8 inh HTS | SIRT5 block | LGR2 inh | ARNT TACC3 PPI | Casp6 inh | EWS-Fli inh | DENV2 CPE
COc1ccc(-c2c(-c3cc(OC)cc(OC)c3)n(C)c3ccc(-c4cnc(OC)nc4)cc23)cc1 | 23.5 | -9.6 | 2.9 | 2.7 | 0.9 | 3.5 | -0.1
O=C(COC(=O)c1ccc2c(=O)n3c(nc2c1)CCC3)NC1CCS(=O)(=O)C1 (stereo unspecified) | 17.8 | -1.9 | 6.9 | -2.6 | x | 2.5 | -1.3
COc1cc(CN2C(=O)C(Cc3ccccc3)ON=C2c2ncccc2C)cc(OC)c1 (stereo unspecified) | 6.3 | x | 14.8 | x | -0.1 | -0.9 | -2.6
O=S(=O)(c1ccccc1)N1CCCCN2[C@@H](CO)[C@H](c3ccc(-c4ccccc4)cc3)[C@@H]2C1 | 1.1 | -0.9 | -3.2 | -6.8 | -0.1 | -14.5 | -9.7
Cc1ccc(C(=O)CSc2nnc(COc3cccc(C)c3)o2)cc1 | 4.3 | -2.7 | x | -5.9 | 2.0 | x | x
COc1cc(C(C)=O)ccc1OCC(O)CN1CCN(c2ccc(C)cc2C)CC1 (stereo unspecified) | 22.5 | -2.9 | 1.0 | 12.8 | -0.3 | 3.1 | 7.6
Cc1ccccc1NC(=O)Cc1nnc(N)s1 | -5.3 | 0.3 | -0.8 | -5.1 | 0.4 | -12.2 | 9.3
COc1ccc(S(=O)(=O)N2CCN(Cc3ccccc3)CC2)c(C)c1 | 15.7 | -2.0 | 3.1 | -3.0 | -1.9 | 8.4 | -8.7
O=C(C[C@@H]1CC[C@@H]2[C@H](COC[C@@H](O)CN2C(=O)c2ccccc2F)O1)NCc1ccc(-c2ccccc2)cc1 | x | x | 2.3 | 0.6 | x | x | 0.0
Cc1cnc(C(=O)OCC(=O)NC2CCCCCCC2)cn1 | 28.5 | 0.4 | 1.1 | x | 3.0 | 3.8 | -8.7
CSCCC(NS(=O)(=O)c1ccc2c(c1)oc(=O)n2C)C(=O)NC1CCN(Cc2ccccc2)CC1 (stereo unspecified) | 12.2 | -2.3 | 14.0 | -13.2 | -3.8 | 6.5 | 0.4
COc1cc(NC(=O)CSc2nncn2C)c(C)cc1[N+](=O)[O-] | -8.2 | -3.8 | x | 1.0 | -1.9 | 11.3 | -2.1
O=C(CN1C(=O)CCSc2ccc(S(=O)(=O)N3CCCC3)cc21)Nc1ccccc1Cl | 10.0 | 6.6 | 18.9 | -9.4 | 5.2 | x | -5.0
O=C1CC2(CCN(C(=O)COc3ccc(F)cc3)CC2)Oc2ccccc21 | 6.2 | -3.1 | 0.5 | -2.8 | 3.6 | 2.3 | 29.9*
CCOC(=O)CCC(NC(=O)CC(=O)NC(CCC(=O)OCC)C(=O)OCC)C(=O)OCC (stereo unspecified) | -12.7 | -3.2 | 10.5 | -9.7 | 0.7 | 1.7 | 8.6
CCCCCn1cnnc1SCC(=O)c1ccc2c(c1)OCO2 | 1.1 | 1.9 | -14.1 | -1.1 | 0.2 | -10.0 | -0.5
CC(=O)c1ccc(N2CCN(C(=O)c3ccc4c(c3)OCO4)CC2)cc1 | x | 2.0 | 1.6 | 0.3 | 2.2 | -3.0 | 1.0
CCN(CC)CCCNc1cc(C)c(C#N)c2nc3ccccc3n12 | -9.1 | x | -7.6 | x | -0.5 | -3.0 | u
Cc1noc(C)c1S(=O)(=O)Nc1ccc2c(c1)C(=O)N([C@H](C)CO)C[C@H](C)[C@H](CN(C)CC1CCCCC1)O2 | x | -2.1 | -14.9 | -5.8 | -6.0 | 1.5 | u
Cc1ccc(S(=O)(=O)NC(C)C(c2cccs2)N2CCN(c3ccccc3)CC2)cc1 (stereo unspecified) | 14.9 | 4.5 | 7.1 | 2.0 | 1.5 | 7.9 | -3.4
CNc1cc(-c2ccc(O)cc2C)ncn1 | -45.6 | x | 3.4 | x | -2.8 | -11.4 | 28.7*
COc1ccc(CCNC(=O)C2CCN(C(=O)c3ccc(Br)cc3)CC2)cc1 | -5.4 | 0.2 | -1.3 | -3.4 | -2.2 | 7.8 | -0.5
CNc1cncc(-c2ccc(CN(C)C)cc2)n1 | -98.0 | -46.8 | -42.3 | x | -1.1 | -57.6 | 8.6
COCCn1nc2cc(C(=O)NCc3cc(C(F)(F)F)cc(C(F)(F)F)c3)ccc2c1OC | -7.6 | x | 11.1 | -8.5 | x | -2.5 | u
COc1cc(C(=O)Nc2ccc(S(=O)(=O)N3CCCCC3)cc2)ccc1OCC(=O)N1CCOCC1 | 6.7 | 5.1 | -8.8 | x | 2.9 | 3.1 | -4.2
Cc1ccc(S(=O)(=O)N[C@@H]2CC[C@H](CCn3cc(C4CCCCC4)nn3)O[C@@H]2CO)cc1 | 18.9 | -3.1 | 12.8 | -18.8 | 3.9 | 9.5 | 4.4
O=C(N/N=C/c1ccco1)c1cccc(NC(=O)c2cccc(Cl)c2)c1 | -19.4 | 0.4 | -29.9 | 28.4 | 5.0 | -49.3 | 1.8
COc1ccc(OC)c(NC(=O)CSc2n[nH]c(-c3cccnc3)n2)c1 | 17.3 | 16.6* | 7.5 | 2.7 | 0.9 | -1.4 | 3.9
CN1C(=O)c2cc(NC(=O)c3cccc(F)c3)ccc2OC[C@@H]2O[C@H](CC(=O)N3CCc4ccccc4C3)CC[C@H]21 | 24.6 | 5.7 | 3.2 | 0.7 | -1.9 | 10.8 | 16.4
COc1ccccc1-c1ccc2c(c1)O[C@@H](CN(C)S(=O)(=O)c1ccc(F)cc1)[C@H](C)CN([C@H](C)CO)S2(=O)=O | -30.8 | x | -7.6 | x | x | -15.7 | x
COc1ccc(C(=O)NCc2cn3ccsc3n2)cc1OC | 6.4 | -5.2 | 9.9 | -3.0 | -0.4 | -4.1 | 1.0
CC(=O)N1CC2(C1)[C@H](c1ccc(-c3ccc(F)cc3)cc1)[C@H](CO)N2C(C)=O | 1.2 | 2.8 | -3.6 | x | 1.0 | 3.4 | 82.5*
COc1ccc(NC(=O)Nc2ccc3c(c2)C(=O)N([C@@H](C)CO)C[C@@H](C)[C@@H](CN(C)C(=O)CCCN(C)C)OCCCC[C@@H](C)O3)cc1 | x | -2.3 | 19.9 | 1.6 | -3.7 | -18.6 | -1.0
O=C(NCC1CCCN1S(=O)(=O)c1cccs1)c1ccc(F)cc1 (stereo unspecified) | -3.5 | -1.6 | 11.8 | -1.8 | -0.6 | 0.2 | 7.8
CCc1nc(Nc2cc(OC)ccc2OC)c2oc3ccccc3c2n1 | 26.0 | -3.6 | -34.5 | -0.1 | -3.4 | 8.2 | -0.8
C[C@H](CO)N1C[C@H](C)[C@@H](CN(C)C(=O)Nc2ccc(C(F)(F)F)cc2)Oc2ccc(NS(=O)(=O)c3ccccc3)cc2CC1=O | -0.9 | 5.2 | 4.3 | -10.7 | 1.4 | 4.6 | -8.6
CCOc1ccc(CNS(=O)(=O)c2ccc(-c3ccc(=O)[nH]n3)o2)cc1OC | -9.7 | 0.8 | -1.7 | -3.0 | 4.5 | 4.0 | -4.2
C/C=C/c1ccc([C@H]2[C@H]3CN(Cc4ccccc4)CC(=O)N3[C@H]2CO)cc1 | -3.6 | -6.1 | -1.6 | x | 0.3 | 2.7 | 2.4
Cn1c(/C(C#N)=C(\O)c2ccc(Cl)s2)nc2ccccc21 | 12.7 | -5.5 | -76.6 | -14.3 | -0.4 | x | -0.5
CC(OC(=O)c1cccc(S(=O)(=O)N(C)C)c1)C(=O)NCc1ccc2c(c1)OCO2 (stereo unspecified) | x | -2.7 | 6.7 | -3.4 | 1.5 | 2.6 | 1.5
Cc1cc(=O)n2nc(N3CCC(C(=O)NCc4cccc(Cl)c4)CC3)sc2n1 | 5.5 | 0.7 | 3.6 | 9.5 | 0.1 | 0.0 | u
C#CCNC(=O)C[C@@H]1C[C@@]2(C(=O)OCC)CCC=C2N(Cc2cccc3ccccc23)C1=O | -17.4 | -5.4 | -2.2 | x | 3.1 | 4.6 | 0.1
CSc1oc(-c2ccco2)nc1S(=O)(=O)c1ccc(Br)cc1 | 2.4 | -4.1 | -8.5 | -0.8 | 0.1 | -2.0 | 5.9
C[C@H](NC(=O)c1nc[nH]c1C(=O)N[C@@H](CCCCN)C(=O)OC(C)(C)C)C(=O)OCc1ccccc1 | -13.9 | x | 9.7 | 13.3 | 2.2 | -8.3 | -12.7
CCc1ccc(-c2cc(C(=O)Nc3c(C)n(C)n(-c4ccccc4)c3=O)c3ccccc3n2)s1 | x | 0.8 | -19.4 | 6.5 | -0.2 | -23.2 | -3.3
CCOC(=O)N1CCN(c2nc3ccc(C)cc3n3cnnc23)CC1 | -3.4 | -4.9 | -17.6 | -3.9 | 0.0 | -36.9 | -0.2
FC(F)(F)COc1nc(N/N=C/c2cccnc2)nc(N2CCCCC2c2ccccn2)n1 (stereo unspecified) | 12.4 | 0.4 | 4.8 | 2.7 | 0.1 | 8.9 | -1.7
CC(C)N(Cc1ccccc1)C(=O)COC(=O)c1cc(S(=O)(=O)N(C)C)ccc1N1CCCC1 | x | 9.2 | -20.4 | -1.9 | 1.2 | 12.9 | -4.4

Of the compounds above, 2 contain a cyano group:
SMILES | PAX8 inh HTS | SIRT5 block | LGR2 inh | ARNT TACC3 PPI | Casp6 inh | EWS-Fli inh | DENV2 CPE
CCN(CC)CCCNc1cc(C)c(C#N)c2nc3ccccc3n12 | -9.1 | x | -7.6 | x | -0.5 | -3.0 | u
Cn1c(/C(C#N)=C(\O)c2ccc(Cl)s2)nc2ccccc21 | 12.7 | -5.5 | -76.6 | -14.3 | -0.4 | x | -0.5

(continued)
SMILES | PAX8 inh HTS | SIRT5 block | LGR2 inh | ARNT TACC3 PPI | Casp6 inh | EWS-Fli inh | DENV2 CPE
C[C@@H]1CN([C@@H](C)CO)S(=O)(=O)c2ccc(/C=C/c3ccccc3)cc2O[C@@H]1CN(C)C(=O)c1ccccc1 | 53.0 | x | 7.9 | 20.4 | x | 9.9 | -4.6
O=C(NCc1cccs1)C1CCCN(C(=O)Nc2ccccc2)C1 (stereo unspecified) | -3.1 | 0.0 | 6.1 | x | x | 6.9 | -2.3
CCN(CC)CCOC(=O)c1ccc(N/C=C(/C#N)c2nc(-c3cc4ccccc4oc3=O)cs2)cc1 | -0.6 | -0.3 | 7.7 | -38.4 | -4.3 | -13.6 | 5.2
Cc1ccccc1S(=O)(=O)N1CC(=O)N2[C@H](CO)[C@@H](c3ccc(C#CCC4CCCC4)cc3)[C@@H]2C1 | 9.5 | 12.9 | 2.1 | x | -1.7 | -0.2 | 11.2
C[C@@H]1CN([C@@H](C)CO)C(=O)c2cc(NC(=O)NC3CCCCC3)ccc2O[C@H]1CN(C)C(=O)Nc1cccc2ccccc12 | 0.7 | 5.4 | 0.1 | 1.0 | 1.7 | 3.3 | -2.6
C[C@@H]1CN([C@H](C)CO)C(=O)Cc2cc(NS(=O)(=O)c3cn(C)cn3)ccc2O[C@H]1CN(C)CC1CCCCC1 | -11.1 | -4.0 | -1.2 | -0.9 | 0.2 | -3.0 | -5.1
C[C@@H]1CN([C@H](C)CO)C(=O)c2cccc(NC(=O)c3ccc(-c4nccs4)cc3)c2O[C@H]1CN(C)S(=O)(=O)c1ccc(Cl)cc1 | -22.6 | -1.0 | -15.2 | 12.7 | -1.8 | -14.2 | 12.7
COc1ccc(N2CCN(CCCNC(=O)c3ccc(CS(=O)(=O)c4ccc(Cl)cc4)o3)CC2)cc1 | 9.9 | -0.8 | 5.0 | -0.1 | -6.2 | x | -3.0
CCOc1cccc(-c2c(C(=O)N/N=C/c3ccncc3)nnn2-c2nonc2N)c1 | -4.7 | 0.3 | 11.7 | -1.2 | x | -9.5 | -1.3
COCCNC(=O)c1cnn2c(C(F)(F)F)cc(-c3ccc(C)cc3)nc12 | 6.4 | -1.6 | x | -0.4 | -4.1 | -8.3 | -0.5
Cc1ccc(S(=O)(=O)N(C)CC(=O)Nc2ccncc2)cc1 | x | -2.4 | -9.7 | x | -2.2 | x | x
CC(C)Cc1csc(NC(=O)C(C)C)c1C(=O)O | -5.2 | -2.0 | -0.1 | 11.2 | 1.3 | -3.6 | -1.3

This is a random part of the collection; any-hit rate near 4.9%.
